MC4R barr agon: human MC4R agonism via beta-arrestin; P32245; U2OS MC4R beta-arrestin complementation, luminescence; percent of melanotan II response, DMSO zero; activation, % at 8.9 µM; 0.98% of 360,000 active; AID 540308;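 active = activation above a per-plate cutoff, the mean activation of sample wells on that plate plus 3 SD, cut at about 8% in these data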
Glyco luc inh: blocks N-linked glycosylation in D54 reporter cells | D54 ERlucT glycosylation luciferase reporter, 24 h; percent of 100 nM tunicamycin response | reporter increase, % at 12.5 µM | 0.23% of 360,000 active | AID 588692;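 active = mean luciferase reporter signal, scaled so untreated is 0 and the glycosylation-blocking control 100, at or above a set limit in every replicate; inconclusive = mean reaches the limit but not every replicate does; inactive = mean below the limit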;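 also: luciferase carries N-glycosylation sites so blocking glycosylation raises the light; 0% = median of neutral control wells and 100% = median of 100 nM tunicamycin wells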
aDG glyco up: alpha-DG glycosylation activation; Pro5-aDG cells, alpha-DG glycosylation AlphaScreen (IIH6); 0% Pro5, 100% B10-LARGE cell signal; activation, % at 10 µM; 0.22% of 360,000 active; AID 624168;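 active = activation of at least 8% versus controls, or a plate z-score of at least 8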;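 also: Pro5 are CHO cells carrying HIG-tagged alpha-DG that lacks glycosylation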
hiPSC survival: increases survival of single human iPS cells | hiPSC single-cell survival, ATPlite luminescence; 100% = ROCK inhibitor wells, 0% = DMSO | survival enhancement, % at 20 µM | 0.044% of 360,000 active; in the data active = survival enhancement above about 18%;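 also: cells exposed to compounds for 16 hours before the ATP read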
MC4R antagonist: antagonists of human melanocortin 4 receptor (MC4R); MC4R-expressing cells, MTII-stimulated cAMP, LANCE TR-FRET; inhibition, % at 6.5 µM; 0.48% of 360,000 active; AID 540295;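 active = inhibition above its plate's cutoff, the mean of tested wells on that plate plus 3 SD, cut at about 29% in these data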;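 also: 0% = Melanotan II alone and 100% = Melanotan II plus saturating MCL0020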
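Assay system: U2OS-MC4R stable cell line; Also added: Melanotan II; Technique: Eu-cAMP/anti-cAMP TR-FRET, emission 671 nm; Times: 30-min compound, 1-h challenge, 1-h detection, room temperature.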
Granule exo inh: lytic granule exocytosis inhibition. TALL-104 LAMP-1 surface exposure, flow cytometry; cells stimulated with thapsigargin and PMA. inhibition, % at 10 µM. 0.66% of 360,000 active. AID 651702;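 active = inhibition above about 55%, limit read from the data; inconclusive = no clear call, values can overlap the other calls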
ABCB6 inh MLPCN: inhibitors of human ABC transporter ABCB6; AID 602162; 0.19% of 360,000 active; Q9NP58; fluorescence ratio to DMSO, % at 10 µM; K562-ABCB6 porphyrin accumulation, flow cytometry, 1 h; hits give low values;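 active = fluorescence ratio to DMSO below 75%, the collection mean minus 3 SD; inconclusive = too few cells collected in the well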;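 also: signal is porphyrin accumulated inside mitochondria; 100% equals median channel fluorescence of DMSO control wells; lower ratio means ABCB6 inhibition with less porphyrin fluorescence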
Target sequence (Q9NP58 whole entry, looked up): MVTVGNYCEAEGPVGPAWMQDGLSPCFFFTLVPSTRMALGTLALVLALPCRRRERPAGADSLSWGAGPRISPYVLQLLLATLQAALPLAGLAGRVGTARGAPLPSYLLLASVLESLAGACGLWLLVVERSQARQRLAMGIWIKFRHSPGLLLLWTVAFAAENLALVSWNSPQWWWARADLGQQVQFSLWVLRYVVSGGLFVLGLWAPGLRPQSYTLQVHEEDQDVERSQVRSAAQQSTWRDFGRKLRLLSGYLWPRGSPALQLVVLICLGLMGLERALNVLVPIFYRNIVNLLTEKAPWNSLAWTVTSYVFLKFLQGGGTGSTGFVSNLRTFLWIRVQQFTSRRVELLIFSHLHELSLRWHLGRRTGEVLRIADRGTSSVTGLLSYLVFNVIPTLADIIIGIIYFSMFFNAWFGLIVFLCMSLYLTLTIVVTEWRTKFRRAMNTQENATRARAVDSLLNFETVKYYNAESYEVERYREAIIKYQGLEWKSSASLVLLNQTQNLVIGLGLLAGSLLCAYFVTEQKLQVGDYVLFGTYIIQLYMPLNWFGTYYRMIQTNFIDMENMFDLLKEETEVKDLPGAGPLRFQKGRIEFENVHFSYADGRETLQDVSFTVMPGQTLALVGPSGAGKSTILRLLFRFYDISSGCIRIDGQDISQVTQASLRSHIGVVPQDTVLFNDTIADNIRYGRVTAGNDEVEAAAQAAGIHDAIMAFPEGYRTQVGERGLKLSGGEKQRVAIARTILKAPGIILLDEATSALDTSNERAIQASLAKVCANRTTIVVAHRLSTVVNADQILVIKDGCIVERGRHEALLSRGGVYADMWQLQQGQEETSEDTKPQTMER
H9c2 protect: myocardial damage modulation in H9c2 cells; protection from H2O2 cell death, % at 20 µM; 0.63% of 360,000 active; AID 588492; H9c2 cardiomyocytes, H2O2 injury protection, ATPLite, 2 h;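 active = compounds giving at least 50% protection of heart cells from peroxide-induced death in the single-dose screen, raw or plate-pattern-corrected value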;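 also: 0% = DMSO wells with peroxide and 100% = DMSO wells without peroxide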
ABHD5 PLIN5 PPI: blocks binding of human ABHD5 to perilipin-5; Q00G26+Q8WTS1; Split G. princeps luciferase complementation, luminescence, 4 h; inhibition, % at 4 µM; 0.78% of 360,000 active;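 active = inhibition above the mean inhibition across every tested compound plus 3 SD, cut at about 22% in these data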;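 also: 0% = DMSO only wells and the 100% control is not disclosed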
m5-HT2A agonist: mouse HTR2A agonism via beta-arrestin recruitment. P35363. activation, % at 7.6 µM. CHO-K1 mHTR2A beta-arrestin complementation, luminescence; percent of 30 µM serotonin response. 0.66% of 360,000 active. AID 624169;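 active = activation above a run cutoff, the mean activation of all tested compounds plus 3 SD, cut at about 14% in these data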;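 also: 0% = plate median of compound wells and 100% = 30 µM serotonin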
Active calls of the source: *; ? = inconclusive; . = no result given; & = joins results of further samples.

SMILES	MC4R barr agon	Glyco luc inh	aDG glyco up	hiPSC survival	MC4R antagonist	Granule exo inh	ABCB6 inh MLPCN	H9c2 protect	ABHD5 PLIN5 PPI	m5-HT2A agonist
O=C(NNC(=S)Nc1ccccc1)NNC(=S)Nc1ccccc1	-5.2	2	-0.3	4.3	-1	0	98	-3	-7	-8
CCCOc1ccc(Cn2cnc3ccccc32)cc1	2.3	-5	3.7	-1.2	-1	2	100	-19	1	-1
CCN(CC)S(=O)(=O)c1ccc(C(=O)NNC(=O)C2COc3ccccc3O2)cc1 (stereo not drawn)	-1.6	0	-0.1	1.6	-2	-1	94	6	0	8
CCn1c(N2CCN(C(=O)Nc3ccc(F)cc3)CC2)nc2ccccc21	1.0	1	0.7	-1.0	10	1	92	4	2	4
CC(=O)c1ccc(C(=O)NC2CCCN(Cc3ccccc3F)C2)s1 (stereo not drawn)	-3.2	1	0.0	0.0	3	-9	95	-3	0	-4
Nc1nc2ncccn2c1-c1ccc(F)c(F)c1	.	.	0.1	.	.	0	.	.	6	-4
CC(=O)c1ccc(NC(=O)C2CCCN(S(=O)(=O)c3c(C)[nH]c(=O)[nH]c3=O)C2)cc1 (stereo not drawn)	4.3	1	0.3	-1.0	21	-2	88	-4	9	-1
CCOC(=O)C(CCCCOc1ccc([N+](=O)[O-])cc1)C(=O)OCC	-0.7	-2	0.3	0.6	8	-2	95	-9	-2	-2
COc1nc(N)nc2c1ncn2C1OC(CO)CC1O (stereo not drawn)	0.4	1	-0.1	-1.2	7	-7	94	-1	0	1
COc1ccc(Cc2nnc(SCC(=O)Nc3ccccc3C)n(N)c2=O)cc1	0.6	0	0.2	-0.2	16	7	97	-1	1	-8
C/C(=N\NC(=O)c1ccc(F)cc1)c1ccccn1	-4.8	-16	-0.4	-0.7	0	-6	112	12	1	-5
Cc1nnc(NC(=O)CSCc2c(C)noc2C)s1	-3.0	2	0.0	-0.4	4	3	98	1	11	8
C=CCc1cc(OC)ccc1OCC(O)CN1CCN(c2ccc(OC)cc2)CC1 (stereo not drawn)	-1.0&1.8	-2&-1	-0.1&-0.2	1.5&0.2	-3&-1	0&2	104&99	0&-3	0&1	-6&-7
CCCc1c(-c2cccc(F)c2)ncn1Cc1ccccc1OC	.	.	0.1	-0.9	.	-4	118	.	-2	-1
O=C(CCCCCN1C(=O)c2ccccc2C1=O)Oc1ccc2c3c(c(=O)oc2c1)CCC3	-2.1	0	-0.2	-0.6	-9	12	86	11	-5	9
Cc1cc(OCC(=O)N(C)Cc2ccccc2)ccc1Br	-1.2	-1	0.0	-0.3	-1	0	99	0	0	-7
Cn1c(=O)cc(C(=O)N/N=C/c2ccc(Cl)cc2)[nH]c1=O	0.2	0	0.2	-0.1	-1	3	90	-3	-5	-6
CC(=O)Nc1sc(N/N=C/c2ccc(O)cc2)nc1-c1ccc(C)cc1	0.1	2	-0.2	-0.6	2	4	98	-3	-12	1
COc1cc(CNCc2ccc(C(=O)O)cc2)ccc1OCc1ccc(F)cc1	-0.1	0	0.2	-0.3	6	2	101	1	4	-4
OC(c1ccc(Cl)c(F)c1)c1ncc(-c2ccc(F)cc2)[nH]1 (stereo not drawn)	3.3	-2	0.9	-0.6	5	-2	107	-9	-2	4
COc1cc(Cl)ccc1OC1(C)CCN(Cc2ccc(-c3ccccn3)cc2)C1 (stereo not drawn)	0.7	-4	-0.3	3.3	1	-4	97	-7	6	9
Cc1cc(NS(=O)(=O)c2ccccc2)cc(Cl)c1O	0.3	0	0.3	0.7	-1	-1	97	0	1	-3
Cc1ccc(S(=O)(=O)NC(C)C(=O)N2CCOCCOCCOCC2)cc1 (stereo not drawn)	-0.8	1	-0.1	-0.4	14	-8	93	-3	5	1
O=c1cc(CN2CCN(Cc3ccccc3)CC2)c2cc3c(cc2o1)CCC3	-1.9	-2	-0.1	-0.5	-3	-1	100	3	-2	-6
CC(C)c1nc2cc(C(=O)N3CCN(c4cnccn4)CC3)ccc2o1	-3.1	2	-0.2	0.3	9	4	95	-2	0	-1

(listing goes on)
SMILES	MC4R barr agon	Glyco luc inh	aDG glyco up	hiPSC survival	MC4R antagonist	Granule exo inh	ABCB6 inh MLPCN	H9c2 protect	ABHD5 PLIN5 PPI	m5-HT2A agonist
COCc1nnc(NC(=O)c2ccc(S(=O)(=O)N(C)C3CCCCC3)cc2)o1	-0.2	2	-0.2	-1.4	6	-2	94	31	0	-2
Cc1ccc(Nc2ccc([N+](=O)[O-])cn2)cc1Cl	1.9	1	0.2	0.1	-4	39	94	-22	-5	3
CCOc1ccc(CN2CCNC(=O)C2CC(=O)NC2CCOCC2)cc1 (stereo not drawn)	-3.0	2	0.2	0.0	1	0	104	-2	3	-2
O=C(COC(=O)c1ccc2ncsc2c1)NCc1ccc(F)cc1	-3.4	2	-0.3	0.1	-4	3	95	2	-7	-7
COc1ccc(N/C=C(\C=C\C#N)S(=O)(=O)c2ccccc2)cc1	2.8	4	0.1	-0.7	5	8	96	6	3	-3
CCOC(=O)c1c(NC(=O)CSc2nnnn2-c2ccc3c(c2)OCO3)sc(C)c1C	-0.7	1	0.0	-0.2	7	-19	98	-7	-6	-3
C=CCn1nnnc1-c1cccc(Cl)c1	-0.3	-2	0.3	-2.0	34*	-2	98	-1	-3	1
CC(=O)Nc1cc(-c2ccccc2F)cn2c(-c3cccc(C(F)(F)F)c3)cnc12	22*	1	-0.3	0.6	11	2	98	4	-6	2
CCOc1ccc(/C=N/N2C(=O)C(CC(=O)Nc3ccc(F)cc3F)SC2=NC)cc1OC (stereo not drawn)	-1.8	7	-0.7	0.8	15	-6	100	17	0	2
CCCCN(CC)CCNC(=O)Cn1cnc2sc(C)c(S(=O)(=O)N3CCOCC3)c2c1=O	0.2	-1	-0.4	-1.5	-5	-6	91	2	3	5
O=C(NCc1cccnc1)c1cc(C2CCCCN2C(=O)c2ccc(Cl)cc2)on1 (stereo not drawn)	-1.4	0	0.4	-3.1	2	-3	96	-2	9	14
Cn1c(=O)c2c(nc(CN3CCc4ccccc4C3)n2CC(=O)c2ccccc2)n(C)c1=O	0.2	5	-0.4	-0.5	5	3	100	16	0	1
CCCS(=O)(=O)c1nc(S(=O)(=O)c2ccc(C)cc2)c(N2CCCCC2)s1	0.4	-2	0.1	2.2	9	-12	105	-2	-1	2
Cc1ccccc1C(=O)N1CCC(C(=O)Nc2ccc(S(=O)(=O)N3CCCC3)cc2)CC1	-2.4	0	-0.3	3.3	9	0	93	4	-2	-3
CC(C)CCNC(=O)c1ccccc1SCC(=O)NC1CCCCCCC1	-2.8	-1	-0.2	0.2	7	-7	98	-2	-10	7
Cc1ccc(Nc2ccc(C(=O)N3CCCC3)cn2)c(C)c1	-0.6	0	0.2	3.6	4	-3	103	11	2	5
COc1ccc(/C=N/Nc2ncc(Br)cn2)c(OC)c1	0.1	-5	-0.2	-0.5	24	8	101	-6	2	-3
CCC(C)(C(=O)NC1CCCC1)N(Cc1ccco1)C(=O)c1ccc2c(c1)OCO2 (stereo not drawn)	3.9	1	0.2	-1.1	2	-3	100	-1	8	-3
CN(CCCNC(=O)C1CCN(S(=O)(=O)c2cccc3nsnc23)CC1)Cc1ccccc1	0.7	-2	-0.1	1.4	13	-2	89	5	0	0
CCOC(=O)CCNC(=O)Nc1ccc2nc(C)n(Cc3ccccc3Cl)c(=O)c2c1	-0.1	-2	0.1	1.4	-2	-1	96	-2	-4	3
CCc1cc(SC#N)cc(CC)c1NC(=O)CCl	0.3	?	0.1	-0.7	-23	4	107	-6	-82	0
COc1ccc(S(=O)(=O)N2CCN(C(c3ccccc3)c3ccccc3)CC2)cc1NC(C)=O	-4.8	1	0.4	0.1	-2	1	102	5	2	7
O=C(NCCc1ccccc1)C(=Cc1ccc(C(=O)O)cc1)C(=O)NCCc1ccccc1	-2.4	3	0.0	0.0	4	-5	100	3	-2	-1
CC(=O)Nc1ccc(NC(=O)COc2ccc([N+](=O)[O-])cc2)cc1	-1.5	2	0.5	-0.4	-3	-2	95	4	6	1
O=S(=O)(NCCc1csc(-c2cccnc2)n1)c1ccc2c(c1)OCCO2	-0.2	2	0.5	-1.2	6	-1	84	-6	-9	10

The listing continues:
SMILES	MC4R barr agon	Glyco luc inh	aDG glyco up	hiPSC survival	MC4R antagonist	Granule exo inh	ABCB6 inh MLPCN	H9c2 protect	ABHD5 PLIN5 PPI	m5-HT2A agonist
O=[N+]([O-])c1cc(S(=O)(=O)C(F)(F)F)ccc1Sc1nc2ccccc2s1	-3.2	4	-0.3	-2.7	56*	18	113	-36	10	4
Cc1cccc(C)c1N1CCN(c2n[nH]c(N)n2)CC1	-1.4	0	-0.3	0.9	13	1	94	0	4	-1
CC1CCCCC1NC(=O)COc1ccc(-n2cnnn2)cc1 (stereo not drawn)	-1.0	0	0.2	7.4	0	-3	99	4	4	9
Cc1nc(NC(=O)C2CCCC2)sc1Cc1ccc2c(c1)OCO2	-1.4	2	-0.1	0.7	17	6	107	-4	2	-4
Cc1ccc(S(=O)(=O)Nc2ccc3nc(C)sc3c2)cc1	0.3	-3	1.7	6.9	1	-1	100	-23	-2	1
COC(=O)N/N=C(C)\C=C\c1ccco1	1.2	0	-0.2	-0.6	-1	-9	102	7	14	2
COc1ccc(C(=O)NC(=S)Nc2nnn(C)n2)cc1	-0.7	1	0.0	2.4	13	-4	103	2	3	4
C=CCc1ccc(OC(=O)c2ccccc2)c(OC)c1	0.5	1	0.3	0.9	-2	0	100	-7	2	-1
Nc1c(C(=O)Nc2ccc(S(=O)(=O)N3CCCC3)cc2)sc2nc3ccc(OC(F)(F)F)cc3cc12	14*	100*	-0.6	-0.2	16	-10	229	12	-4	3
O=C(O)c1c2c(nc3ccccc13)/C(=C/c1ccc(O)cc1)CC2	-1.0	-18	0.1	-3.0	-1	-2	102	-21	7	0
O=C(CN(c1ccccc1)S(=O)(=O)c1ccc(F)cc1)NC1CCCCCC1	-0.2	-1	-0.1	0.3	12	-13	102	-3	1	-2
CCN1CCN(C(=O)c2c(-c3c(F)cccc3Cl)noc2C)CC1	-1.8	3	-0.2	-3.5	9	-1	96	3	-2	4
C[C@H]1NC(=O)[C@@]2(C)[C@@H](c3ccccc3)[C@H]3COc4ccccc4[C@@H]3N2C1=O	-1.3	-1	-0.3	-1.8	4	0	99	2	2	1
Cc1cc(S(=O)(=O)n2ccnc2)c(Cl)cc1Cl	-0.3	1	-0.2	2.1	-3	0	99	2	1	-2
COc1ccccc1CNc1ncnc2c1cnn2-c1ccccc1	1.8	-1	0.7	0.1	-9	2	99	-14	-3	-3
COc1cc2c(C#CCCCO)c(-c3ccsc3)oc(=O)c2cc1OC	-0.5	12	-0.2	0.4	2	0	97	68*	-8	-4
Cc1ccc(C(=O)COC(=O)c2cccs2)cc1	1.2	.	-0.1	-2.2	9	-2	89	-34	2	2

High-throughput results from PubChem BioAssay.

No enrichment for hits; any-hit rate near 4.5%.
